Shn3 inh set2 = reduction of Shn3 3'UTR firefly luciferase signal, primary screen, Schnurri-3 inhibitor project, cell-based, Clone20 osteoblasts, set 2; Clone20 osteoblast Shn3 3'UTR firefly luciferase, 24 h; inhibition, % at 12.5 µM; 360,000 compounds, 0.52% hits; AID 588674, 2011;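 active = mean inhibition of at least 75% with every replicate also reaching 75%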;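 also: 0% = median of neutral control wells and 100% = pilot-screen positive control compound; some compounds past the cut are filed as inactive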
Vif inh = HIV Vif self-association inhibitors, primary screen, imaging, HEK293T, single point; AID 602346, 2012; inhibition, % at 7.49 µM; HEK293T cells, Vif self-association by quenched fluorescence, 24 h; 340,000 compounds, 0.35% hits; in the data active = inhibition above about 50%, passing the limit was not always enough; also: some results filed as inactive read as strong as hits
CF NFkB inh = inhibitors of PAF-induced NF-kB signaling, primary screen, cell-based, GFP fluorescence, uHTS | KKLEB NF-kB-GFP reporter, GFP fluorescence overnight | inhibition, % at 5 µM | 360,000 compounds, 0.86% hits | AID 588850, 2011;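 active = at least 50% inhibition at 5 µM, scaled per plate between neutral and stimulator controls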;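 also: PAF is a Pseudomonas aeruginosa culture filtrate used as stimulus; plate controls were PAF-stimulated DMSO wells for no effect and unstimulated DMSO wells for full effect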
NR2E3 ag-1 = inhibitors of NR2E3-RetCOR corepressor binding, primary screen, NR2E3 agonist project, biochemical, TR-FRET, GST-NR2E3, biotin-RetCOR; Photoreceptor-specific nuclear receptor (Homo sapiens), Q9Y5X4; inhibition of corepressor binding, % at 4.78 µM; AID 2300, 2010; 1536-well; 320,000 compounds, 0.12% hits;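 active = percent inhibition above the cutoff of mean plus 3 SD of all tested compounds, set per screening campaign, cut at about 20% in these data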;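 also: 0% = DMSO wells and 100% = biotin wells as full block of FRET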
Target sequence (Q9Y5X4 whole entry, looked up): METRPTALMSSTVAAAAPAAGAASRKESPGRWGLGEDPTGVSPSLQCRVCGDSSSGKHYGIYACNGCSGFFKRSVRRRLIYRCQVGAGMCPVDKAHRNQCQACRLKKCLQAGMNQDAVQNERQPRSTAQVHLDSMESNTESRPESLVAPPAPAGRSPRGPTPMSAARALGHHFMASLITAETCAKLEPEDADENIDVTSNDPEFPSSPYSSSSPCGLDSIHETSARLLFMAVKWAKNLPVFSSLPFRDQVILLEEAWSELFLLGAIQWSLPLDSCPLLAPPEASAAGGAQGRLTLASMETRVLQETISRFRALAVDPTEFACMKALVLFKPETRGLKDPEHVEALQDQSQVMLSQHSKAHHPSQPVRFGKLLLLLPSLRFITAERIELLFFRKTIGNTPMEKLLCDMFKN
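Format: 1536-well format; test system: GST-NR2E3 and biotin-RetCOR proteins; read-out basis: percent inhibition of TR-FRET ratio; timing: 5 h incubation at 4 °C; detection: time-resolved FRET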
CaV13 ICDI inh = Primary screen for inhibitors of IQ motif and Ca2+-dependent inactivation inhibitor domain binding in CACNA1D, Förster resonance energy transfer in living cells, …. HEK cells, CFP/YFP FRET ICDI-IQ, plate reader, 10 min; percent FRET-ratio fall versus neutral wells. inhibition, % at 12.3 µM. 340,000 compounds, 0.098% hits. AID 743397;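 active = mean replicate inhibition of at least 30% and at least 1% of replicates passing that level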;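 also: 0% = median of the neutral control wells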
KKLEB cytotox = cytotoxicity in KKLEB CF airway cells, primary screen, cytotoxicity control for CF NF-kB inhibitor project, cell-based, uHTS, fluorescence assay plates | KKLEB CF airway cells viability, ATPlite luminescence, overnight; hits give low values; cells stimulated with P. aeruginosa culture filtrate | activity change (cytotoxicity), % at 5 µM | 360,000 compounds, 0.36% hits;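 active = corrected activity change at or below -50% at 5 µM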
MITF TRPM1 inh = inhibitors of MITF-dependent TRPM1 promoter reporter, primary screen, cell-based, SK-MEL-5, single point, luciferase. AID 488899, 2010. 330,000 compounds, 0.83% hits. SK-MEL-5 TRPM1 promoter luciferase, 24 h. inhibition, % at 12.5 µM;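 active = mean inhibition across replicates of 60% or more, whatever share of single replicates reaches that level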; also: values of inactives mirror those of a sister screen read the other way
NR2E3 ag-2 = NR2E3 agonists in two-hybrid cells, primary screen, cell-based, luminescence, CHO-S, Gal4-NCOR/VP16-NR2E3; AID 602229, 2012; 360,000 compounds, 0.35% hits; inhibition of corepressor binding, % at 3.98 µM; Photoreceptor-specific nuclear receptor (Homo sapiens), Q9Y5X4; luciferase;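 active = inhibition above the mean of all tested compounds plus 3 SD, cut at about 70% in these data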;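 also: 0% = DMSO with NR2E3 transfected cells and 100% = cells lacking NR2E3 construct; higher means lower luciferase signal from less NR2E3 corepressor binding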
HIF-2a inh = HIF-2a reporter inhibitors, primary screen, luminescence, 786-0 RCC cells; inhibition, % at 18.8 µM; 360,000 compounds, 0.72% hits; AID 624352, 2012; 786-0 RCC cells HIF-2a reporter, luciferase luminescence, overnight;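 active = inhibition of the luminescence signal of 40% or more relative to plate controls, in a single-dose primary screen at 18.75 µM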
PDI inh = inhibitors of human PDI, primary screen, biochemical, turbidity, single point, plate reader; Protein disulfide-isomerase (Homo sapiens), P07237; 350,000 compounds, 0.052% hits; PDI insulin aggregation turbidity, A650, 90 min; AID 588391, 2011; inhibition, % at 10 µM;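 active = mean inhibition across replicates of 30% or more, whatever share of single replicates reach that level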;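 also: absorbance from insulin aggregation driven by PDI reduction with DTT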
Target sequence (P07237 whole entry, looked up): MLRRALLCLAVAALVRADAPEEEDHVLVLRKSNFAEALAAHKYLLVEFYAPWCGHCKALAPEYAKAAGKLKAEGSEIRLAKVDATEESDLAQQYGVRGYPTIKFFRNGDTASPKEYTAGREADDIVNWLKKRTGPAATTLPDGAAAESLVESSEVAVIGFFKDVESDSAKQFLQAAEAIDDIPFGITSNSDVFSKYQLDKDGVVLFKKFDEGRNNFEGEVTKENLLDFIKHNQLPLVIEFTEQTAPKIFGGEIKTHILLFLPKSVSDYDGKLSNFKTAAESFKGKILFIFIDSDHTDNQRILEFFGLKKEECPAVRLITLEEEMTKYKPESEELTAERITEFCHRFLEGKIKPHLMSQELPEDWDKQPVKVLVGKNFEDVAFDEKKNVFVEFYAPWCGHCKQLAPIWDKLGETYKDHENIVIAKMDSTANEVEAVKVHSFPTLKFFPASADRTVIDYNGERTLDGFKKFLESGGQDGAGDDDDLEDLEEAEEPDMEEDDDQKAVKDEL
Peg3 prom inh = Peg3 promoter-driven luciferase inhibitors, primary screen, cell-based, HeLa, luciferase luminescence; AID 588405, 2011; 360,000 compounds, 1.7% hits; inhibition, % at 20 µM; HeLa PEG-Prom luciferase reporter, overnight;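 active = inhibition of at least 50% at 20 µM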
The depositor's hits bear a star; . = not tested or not shown. Rows are unselected. About 3.3% of those tested had a hit in this group.

SMILES	Shn3 inh set2	Vif inh	CF NFkB inh	NR2E3 ag-1	CaV13 ICDI inh	KKLEB cytotox	MITF TRPM1 inh	NR2E3 ag-2	HIF-2a inh	PDI inh	Peg3 prom inh
Cc1cc(CNC(=O)CC2C(=O)NCCN2CC(C)(C)C)nn1C (stereo not drawn)	-2	-3	1	4	-17	1	-6	12	22	4	2
CCCOc1ccc(C(=O)CCC(=O)NNC(=O)c2cccs2)cc1	-23	6	-7	0	-2	8	-9	-2	-14	-3	-2
C/C(=N\NC(N)=S)C1=CCC2C3CC[C@H]4CC(O)CC[C@]4(C)C3CC[C@]12C (stereo partly drawn)	66	-3	33	0	-4	-27	30	-8	-15	-16	0
Cc1ccc(NC(=O)c2c([N+](=O)[O-])c(C(C)(C)C)nn2C)c(C)c1	-8	-10	-8	-1	-5	6	-4	-8	11	-3	-10
COc1ccc(-c2[nH]ncc2CNC(C)CCn2cccn2)cc1F (stereo not drawn)	15	-5	3	1	-6	-12	-24	7	12	18	15
Cc1nnc(Nc2ccc(F)cc2)c2ccccc12	9	11	-4	1	-19	-5	-8	-23	-37	6	-17
CCS(=O)(=O)Nc1cccc(C2=NN(C(=O)c3ccco3)C(c3ccco3)C2)c1 (stereo not drawn)	9	5	13	5	-3	-2	24	-29	1	-25	16
O=C(Nc1ccc(F)cc1F)c1cc(-c2ccco2)nc2ccccc12	-2	7	-1	1	-3	7	5	-22	-5	-2	5
CC(C)[C@@H](COc1ccccc1)N1CCN(Cc2ccccc2)CCC1=O	0	-6	10	0	-7	0	6	16	14	-2	-2
Cc1cc2c(Nc3ccccc3O)ncnc2s1	-20	-5	-16	.	-9	10	.	4	-5	19	-42
Cc1c(C(=O)N2CCN(CC(=O)Nc3ccccc3Cl)CC2)oc2ccc(Br)cc12	6	-8	-42	3	-5	-3	-1	-18	20	2	9
CCc1nc2c(OCC(=O)C(C)(C)C)cccn2c1N(C=O)Cc1ccccc1	-6	8	-12	.	-7	12	.	-12	9	-12	-3
COC(=O)c1ccccc1NC(=O)CSc1nc(O)cc(=O)n1C1CCCC1	5	-4	7	-3	-3	-1	-6	14	16	5	6
CCn1cc(NC(=O)Nc2ccc(OC)c(OC)c2)c(C(N)=O)n1	1	14	2	-2	-9	-4	-8	-11	10	-1	11
CCCCOc1ccc(C(=O)N2CCNC(=O)C2)cc1	12	16	10	3	-3	-7	-12	-25	-1	-2	16
CCCCN(C)CCn1c(=S)[nH]c2ncccc2c1=O	-9	-3	4	-1	-6	-14	4	24	10	-18	7
Cc1[nH]nc2ncc(C(=O)c3cc(Cl)cc(Cl)c3O)cc12	2	.	-9	-4	-6	10	17	1	12	-24	8
CCOC(=O)Cn1nc(C)n(-c2ccc(C(C)(C)C)cc2)c1=O	-12	1	8	2	-4	-2	8	-10	18	-3	-9
O=C1[C@@H]2[C@H](C(=O)N1CC(O)COCc1ccccc1)C1C=C[C@H]2C1 (stereo partly drawn)	4	0	-8	.	-5	5	-23	6	-4	10	-6
Cc1ccc(C(=O)CSc2nnc(Cn3nnc4ccccc43)n2C)cc1	13	-5	5	-4	-9	-1	-2	1	7	12	-18
CC(=NNC(=O)c1ccncc1)c1ccc(Cl)cc1Cl	14	21	-8	.	-9	-3	-4	-15	8	14	9
CCNC(=S)N1CCN(C(=O)C(Cc2ccccc2)NC(C)=O)CC1 (stereo not drawn)	-1	5	15	4	5	9	-2	18	22	-41	-2
Cc1ccc(NC(=O)C2CCCN(S(=O)(=O)c3ccc4[nH]c(=O)ccc4c3)C2)nc1 (stereo not drawn)	-1	9	-15	-4	-7	4	3	2	7	-11	-3
COc1ccc(N2CCN(CCS(=O)(=O)c3cc(Cl)ccc3Cl)CC2)cc1	-18	.	24	4	-2	-12	10	14	-2	10	9
Cc1cc(C(=O)CSc2nncn2C)c(C)n1-c1ccccc1	-12	-4	1	1	-5	1	-6	-164	-67	-3	-61
OC(c1ccc(F)cc1)c1ncc(-c2ccc(Oc3ccccc3)cc2)[nH]1 (stereo not drawn)	-8	-5	1	.	-5	-10	.	-46	-160	3	-59
C/C(=N\NC(=O)c1ccccc1F)c1cccc(NC(=O)c2ccccc2)c1	-48	.	-9	-4	-3	6	-45	-135	-109	0	-92
COc1ccc(NS(=O)(=O)c2cccc(NC(=O)c3ccccn3)c2)cc1	36	-2	3	-1	-16	9	8	-5	12	5	15
CN(C)C(=O)c1cccc(-c2ccc3nncn3c2)c1	-12	-9	-4	.	-5	12	.	9	12	1	0
CC(=O)Nc1ccc(N2C(=O)C3C4CC(=O)C(c5ccccc54)C3C2=O)cc1 (stereo not drawn)	18	6	3	3	.	-3	7	13	16	0	14
CSc1ncccc1C(=O)N1CCN(S(=O)(=O)c2cc(C)ccc2C)CC1	-2	1	3	-1	-3	3	5	-28	18	7	11
CC(C)(C)c1ccc(CS(=O)(=O)CC(O)CN2CCCC2=O)cc1 (stereo not drawn)	12	-2	-8	-2	-2	-8	-15	22	13	5	10
CSc1ccc(/C=N/S(=O)(=O)c2ccccc2)cc1	9	-13	0	-4	-18	4	12	-23	7	-7	-14
COc1cccc(N2CC(C(=O)Nc3nnc(SCC(=O)Nc4cc(C)on4)s3)CC2=O)c1 (stereo not drawn)	-15	5	-2	6	-7	7	6	-39	10	4	12
CC1(C)Cc2ccccc2C(N/N=C/c2ccc([N+](=O)[O-])cc2)=N1	-30	42	3	-1	-7	18	4	-20	8	-2	5
O=C(OCC(=O)N1CCN(c2ccccc2)CC1)c1ccc2ccccc2n1	15	-1	13	-4	-8	4	-9	10	-24	19	1

Sorted by number of heavy atoms (low to high): part of the list above.
SMILES	Shn3 inh set2	Vif inh	CF NFkB inh	NR2E3 ag-1	CaV13 ICDI inh	KKLEB cytotox	MITF TRPM1 inh	NR2E3 ag-2	HIF-2a inh	PDI inh	Peg3 prom inh
CN(C)C(=O)c1cccc(-c2ccc3nncn3c2)c1	-12	-9	-4	.	-5	12	.	9	12	1	0
Cc1cc(C(=O)CSc2nncn2C)c(C)n1-c1ccccc1	-12	-4	1	1	-5	1	-6	-164	-67	-3	-61
CC(C)(C)c1ccc(CS(=O)(=O)CC(O)CN2CCCC2=O)cc1 (stereo not drawn)	12	-2	-8	-2	-2	-8	-15	22	13	5	10
CSc1ncccc1C(=O)N1CCN(S(=O)(=O)c2cc(C)ccc2C)CC1	-2	1	3	-1	-3	3	5	-28	18	7	11
C/C(=N\NC(=O)c1ccccc1F)c1cccc(NC(=O)c2ccccc2)c1	-48	.	-9	-4	-3	6	-45	-135	-109	0	-92
COc1cccc(N2CC(C(=O)Nc3nnc(SCC(=O)Nc4cc(C)on4)s3)CC2=O)c1 (stereo not drawn)	-15	5	-2	6	-7	7	6	-39	10	4	12

Remaining list, next part:
SMILES	Shn3 inh set2	Vif inh	CF NFkB inh	NR2E3 ag-1	CaV13 ICDI inh	KKLEB cytotox	MITF TRPM1 inh	NR2E3 ag-2	HIF-2a inh	PDI inh	Peg3 prom inh
CN(CC(=O)Nc1ccc(Cl)c(C(F)(F)F)c1)C(=O)C1CCC1	-2	-5	18	-2	-5	-8	-1	11	3	5	4
Brc1cccc(CN2CCN(c3ncccn3)CC2)c1	4	-2	2	.	12	-9	-4	-30	-42	-1	-41
Cc1ccccc1-c1cc2nc(NCCN3CCNC3=O)n(C)c(=O)c2s1	-27	5	11	.	-6	-3	.	-19	-49	1	-14
CS(=O)(=O)c1ccc(Cl)c(NC(=O)COc2ccc3c(c2)CCC3)c1	-5	0	-1	-3	-5	-8	-9	-2	-7	-2	-8
O=C(O)C(NS(=O)(=O)c1cccc2nsnc12)c1ccccc1 (stereo not drawn)	17	-11	7	-1	2	-1	0	-18	4	-7	4
CC1Sc2ccc(S(=O)(=O)CCC(=O)N3CCN(c4ccccc4F)CC3)cc2NC1=O (stereo not drawn)	23	-4	4	0	-2	-13	14	14	11	-6	43
O=C(NCc1csc2ccc(Cl)cc12)Nc1cccc2ccccc12	31	-4	-10	1	-5	-5	6	-7	15	-3	22
O=C1CCc2ccccc2N1	9	-4	-12	1	-4	0	-2	3	17	4	-2
C/C(=N\Nc1nc(N2CCCCC2)nc(N2CCOCC2)n1)c1ccccc1O	12	-3	4	1	3	7	-23	16	8	1	24
O=C1C2C3C=CC(C3=C(c3ccccc3)c3ccccc3)C2C(=O)N1CCO (stereo not drawn)	6	3	1	0	-5	8	7	10	19	-6	28
Cn1c(=O)oc2cc(S(=O)(=O)N3CCC(C(=O)N4CCN(c5ccc(F)cc5)CC4)CC3)ccc21	20	4	-2	4	-8	0	-8	3	12	-4	12

Screening data (PubChem BioAssay)
